Screens (PubChem)
Polio RdRp inh – poliovirus RNA polymerase inhibition; P03300; poliovirus polymerase elongation, fluorescence polarization; hits give low values; % elongation, % (compound at 16.7 µg/mL); hit rate 0.66% among 150,000; AID 588519; in the data active = % elongation below about 90%; also: some results filed as inactive read as strong as hits
Target sequence (P03300 1749-2209 limits assumed): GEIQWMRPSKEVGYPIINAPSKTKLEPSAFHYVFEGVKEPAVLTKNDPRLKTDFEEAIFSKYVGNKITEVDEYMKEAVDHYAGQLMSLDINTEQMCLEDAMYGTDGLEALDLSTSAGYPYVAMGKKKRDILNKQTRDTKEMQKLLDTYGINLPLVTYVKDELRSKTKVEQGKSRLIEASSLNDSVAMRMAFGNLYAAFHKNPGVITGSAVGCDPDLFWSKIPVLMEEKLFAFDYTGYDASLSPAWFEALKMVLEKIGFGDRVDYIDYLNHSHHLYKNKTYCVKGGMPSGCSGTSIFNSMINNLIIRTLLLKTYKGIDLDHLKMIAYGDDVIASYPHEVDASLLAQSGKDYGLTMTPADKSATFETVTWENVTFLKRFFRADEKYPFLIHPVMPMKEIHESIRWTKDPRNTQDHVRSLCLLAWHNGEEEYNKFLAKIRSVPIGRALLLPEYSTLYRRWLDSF
Polio RdRp inh FP z-score – second read-out of Polio RdRp inh, no call of its own (marks repeat the call); z-score; measured here: FP z-score; hits read low
An asterisk follows results filed as active. An excerpt; count on the stated rates, not on these rows.

SMILES	Polio RdRp inh	Polio RdRp inh FP z-score
COC(=O)C1=C(CS(=O)(=O)c2ccccc2)NC(=O)NC1c1ccccc1 (stereo unspecified)	99	-0.2
Cn1cc(NC(=O)NCCc2ccsc2)c2ccccc2c1=O	57*	-9.6*
CCn1c(O)c(C=Nc2ccc(S(N)(=O)=O)cc2)c(=O)[nH]c1=S	101	0.1
CCN(CC)c1ccc(-n2c(C)cc(/C=C3/NC(=O)N(Cc4ccccc4F)C3=O)c2C)cc1	101	0
CC(=O)c1ccc(NS(=O)(=O)c2cc(-c3cc(C)no3)ccc2C)cc1	101	-0.3
O=C(CN1CCN(S(=O)(=O)c2ccc3[nH]c(=O)[nH]c3c2)CC1)N1CCCCCC1	86*	-1.1*
CCOc1ccccc1Oc1ncnc2c1oc1ccccc12	112	1
CC(=O)OCC(=O)Nc1ccccc1	3.0*	-13*
O=C(NCc1cccs1)c1cccn2c(=O)c3c4c(sc3nc12)CCCC4	96	-1.6
COC(=O)c1cc(S(=O)(=O)N2CCC(C)CC2)c[nH]1	100	-1.2
O=C(O)C1CC1C(=O)Nc1ccc(Oc2ccc(Cl)cc2C2CCCCC2)nc1 (stereo unspecified)	108	0.8
O=C(NCCO)c1nc2ccccc2s1	103	0.3
CCCCn1c(=O)n(CC2CCC(C(=O)NCCCOC)CC2)c(=O)c2sccc21 (stereo unspecified)	110	0.8
CCOC(=O)c1[nH]c(C(=O)O)c(CCN(CC)CC)c1C	100	-0.2
COc1ccc(S(=O)(=O)N(C)CC(=O)O)c2ccccc12	100	-0.4
CCOc1ccc(-c2nnc(SCC(=O)NC3CCCCC3)nc2-c2ccc(OCC)cc2)cc1	111	0.4
Cc1ccc(NC(=O)CN2C(=O)C3(SCC(=O)N3c3ccc(F)c(F)c3)c3ccccc32)c(C)c1 (stereo unspecified)	109	0.4
CCSc1nc(-c2ccc(Cl)cc2)nc2c1Cc1c(CO)cnc(C)c1O2	110	0.7
Cc1c(C(=O)O)sc2c1C(=O)NS2(=O)=O	99	-0.2
O=C(COc1ccccc1F)Nc1ccc2nc(SCC(=O)N3CCc4ccccc43)sc2c1	104	-0.6

20 successive entries already listed:
SMILES	Polio RdRp inh	Polio RdRp inh FP z-score
COC(=O)C1=C(CS(=O)(=O)c2ccccc2)NC(=O)NC1c1ccccc1 (stereo unspecified)	99	-0.2
Cn1cc(NC(=O)NCCc2ccsc2)c2ccccc2c1=O	57*	-9.6*
CCn1c(O)c(C=Nc2ccc(S(N)(=O)=O)cc2)c(=O)[nH]c1=S	101	0.1
CCN(CC)c1ccc(-n2c(C)cc(/C=C3/NC(=O)N(Cc4ccccc4F)C3=O)c2C)cc1	101	0
CC(=O)c1ccc(NS(=O)(=O)c2cc(-c3cc(C)no3)ccc2C)cc1	101	-0.3
O=C(CN1CCN(S(=O)(=O)c2ccc3[nH]c(=O)[nH]c3c2)CC1)N1CCCCCC1	86*	-1.1*
CCOc1ccccc1Oc1ncnc2c1oc1ccccc12	112	1
CC(=O)OCC(=O)Nc1ccccc1	3.0*	-13*
O=C(NCc1cccs1)c1cccn2c(=O)c3c4c(sc3nc12)CCCC4	96	-1.6
COC(=O)c1cc(S(=O)(=O)N2CCC(C)CC2)c[nH]1	100	-1.2
O=C(O)C1CC1C(=O)Nc1ccc(Oc2ccc(Cl)cc2C2CCCCC2)nc1 (stereo unspecified)	108	0.8
O=C(NCCO)c1nc2ccccc2s1	103	0.3
CCCCn1c(=O)n(CC2CCC(C(=O)NCCCOC)CC2)c(=O)c2sccc21 (stereo unspecified)	110	0.8
CCOC(=O)c1[nH]c(C(=O)O)c(CCN(CC)CC)c1C	100	-0.2
COc1ccc(S(=O)(=O)N(C)CC(=O)O)c2ccccc12	100	-0.4
CCOc1ccc(-c2nnc(SCC(=O)NC3CCCCC3)nc2-c2ccc(OCC)cc2)cc1	111	0.4
Cc1ccc(NC(=O)CN2C(=O)C3(SCC(=O)N3c3ccc(F)c(F)c3)c3ccccc32)c(C)c1 (stereo unspecified)	109	0.4
CCSc1nc(-c2ccc(Cl)cc2)nc2c1Cc1c(CO)cnc(C)c1O2	110	0.7
Cc1c(C(=O)O)sc2c1C(=O)NS2(=O)=O	99	-0.2
O=C(COc1ccccc1F)Nc1ccc2nc(SCC(=O)N3CCc4ccccc43)sc2c1	104	-0.6

Going on with the list.
SMILES	Polio RdRp inh	Polio RdRp inh FP z-score
Nc1nnc(C2=C(O)/C(=C/c3ccccc3)CC2)s1	107	0.6
CCOc1cc(C(=O)NCCc2nc3ccccc3[nH]2)cc(OCC)c1OCC	104	0.4
O=C1Nc2cc(C(=O)N3CCN(c4ccccc4)CC3)ccc2Sc2ccccc21	101	-0.9
CC(CCc1ccco1)NC(=O)Cn1ncc2ccccc21 (stereo unspecified)	101	-0.8
Cc1noc(C)c1S(=O)(=O)NC(C)C(=O)O (stereo unspecified)	106	1.3
COc1ccc(C)cc1NC(=O)CN1c2ccccc2S(=O)(=O)c2ccccc21	103	-0.8
N#C/C(=C(\O)CCl)c1nnc2n1CCCCC2	101	-0.2
Cc1cc2c(=O)n(CC(=O)NCC(=O)N3CCC(C(N)=O)CC3)cnc2s1	99	-0.1
Cc1ccc(N2C(=O)/C(=C\c3ccc4c(c3)OCO4)N=C2SCC(=O)N2CCN(C(=O)c3ccco3)CC2)cc1	98	-0.8
COc1ccc2c(Sc3ccc(Cl)cc3)c(C(=O)N3CCCCC3)[nH]c2c1	99	-1.8
O=C(COCc1nc2ccccc2c(=O)[nH]1)NCC1CCCCC1	102	0.1
CC(C)(C)NC(=O)C(C(=O)c1ccccc1)n1ccccc1=O (stereo unspecified)	104	0.1
Cc1noc(C)c1COc1cccc(C(=O)N2CCN(c3ccccc3)CC2)c1	104	0.3
Cc1nc2ccccc2n1CC(=O)O	102	0.1
CCN(C(=O)CSc1nc(C)cc(C(F)(F)F)n1)c1ccccc1	99	-1.1
O=C(CCNS(=O)(=O)c1ccc2c(c1)CCN2C(=O)C1CC1)Nc1ccc(OC(F)(F)F)cc1	107	0
CCCN1CCN(C(=O)Cc2csc(-c3ccc(OC)c(OC)c3)n2)CC1	105	0.4
Cc1ccc(-c2nnc(SCCC(=O)N3CCOCC3)o2)cc1	99	-0.8
c1cc2c(cc1Nc1nc(-c3ccc4c(c3)OCO4)cs1)OCCO2	101	-0.3
CCN1C(=O)c2ccccc2S(=O)(=O)c2ccc(C(=O)NC3CCCC3)cc21	103	0.6
O=C(Nc1ccc(N2CCCC2)cc1)c1ccc(Br)o1	101	-0.1
CCN(CC)c1cc(C)c2cc(NC(=O)/C=C/c3ccco3)ccc2n1	101	0.2
Cc1ccc(CSc2ncc(Cl)c(C(=O)Oc3ccccc3F)n2)cc1	106	-0.2
O=C(NCc1nc(-c2ccc(Cl)cc2)no1)C1CCCCC1	102	0.2
CC(C)(C)c1nn(-c2ccccc2)c2[nH]c(=O)c(CNc3ccc4c(c3)OCO4)cc12	106	0.7
Cc1cccc(Cn2c(Cc3ccccc3)nc3ccccc32)c1	107	0
COc1ccc(CC(C)NS(=O)(=O)c2ccc3c(c2)CCN3S(C)(=O)=O)cc1OC (stereo unspecified)	103	-0.6
Cn1nc(CC(=O)N2CCCN(S(=O)(=O)c3ccc(F)cc3)CC2)c2ccccc2c1=O	90	-1.4
CC(CN1CCCC1)OC(=O)COc1ccccc1 (stereo unspecified)	105	0.2
Cc1cccc(NC(=S)NC2CCCC2)c1	99	-0.3
CCOc1nc(C)c(/C=C/C(=O)O)c(OCC)n1	99	-0.8
Cc1c(/C=N/NC(=O)Cn2c(C(F)(F)F)nc3ccccc32)cc(C#N)n1C	98	-0.7
Cc1cc(C)c(S(=O)(=O)n2c(SCC(=O)NC3CCCCC3)nc3ccccc32)c(C)c1	96	-2.4
COc1ccc(C2Nn3c(nnc3-c3ccccc3)SC2C(=O)Nc2ccccc2)cc1 (stereo unspecified)	100	-0.1
CSC1=N/C(=C\c2cccnc2)C(=O)N1c1ccccc1	100	-0.1
CCCCOc1cccc(C(=O)Nc2cc(NC(=O)c3ccco3)ccc2OC)c1	113	2.1
O=S(=O)(Nc1cccc(-c2ccc(N3CCCCC3)nn2)c1)c1ccc(F)cc1F	102	-0.1
Cc1c(C(=O)Nc2ccncc2)oc2ccccc12	101	-0.2
CCOC(=O)c1nnn(CC(=O)NC(=O)Nc2cccc(CC)c2)c1C(=O)OCC	105	0
CN(CC(=O)Nc1ccc2[nH]c(=O)[nH]c2c1)c1ccc2ccccc2c1	100	-0.4
CCOC(=O)c1c(-c2cccs2)csc1NC(=O)c1ccccc1	106	0.8
CC1(C)CC(N2CCOCC2)CC(C)(C)N1	99	-1
CC(Oc1ccc(F)cc1)c1nnc(SCC(=O)N2CCNC2=O)o1 (stereo unspecified)	105	0.3
COc1cccc(CSc2nc3cc(OC)c(OC)cc3c3nc(CCn4nc(C)cc4C)nn23)c1	105	-0.8
CC(=O)Oc1cccc(/C=C2\N=C(c3ccco3)OC2=O)c1	103	0.3
O=C(c1ccc(Cl)cc1)N1CCCCC(Sc2nnc(C3CC3)n2C2CC2)C1=O (stereo unspecified)	105	0.7
CSC1=NC2(CCN(C(=O)NC3CCCCC3)CC2)N=C1c1ccc(C)c(C)c1	103	-1
COc1ccc(CC(=O)NC2CC(=O)N(c3ccc(C)c(C)c3)C2)cc1OC (stereo unspecified)	104	-0.5
COc1ccccc1OCc1ccc(C(=O)NCc2ccncc2)o1	101	-0.1
COc1ccccc1Nc1ncnc2c1nc1n2CCCCC1	111	1.1

More records:
SMILES	Polio RdRp inh	Polio RdRp inh FP z-score
O=C1CCCC/C1=C/Nc1cccc(N/C=C2/CCCCC2=O)c1	100	-0.4
CCNc1ncnc2c1cnn2-c1ccc(C)c(C)c1	99	-1
Nc1c(N(C(=O)c2ccc(Br)o2)C2CCCC2)c(=O)[nH]c(=O)n1Cc1ccccc1	102	-0.1
CC(NCc1ccc(S(N)(=O)=O)cc1)C(=O)NCc1ccccc1 (stereo unspecified)	101	-0.2
O=C(NCCc1ccc(Cl)cc1)c1ccc(Cn2c(=O)c3cccn3c3cccnc32)cc1	104	-0.5
Cc1ccccc1NC(=O)C1C(c2cccs2)C(C#N)=C(SCC(N)=O)NC1(C)O (stereo unspecified)	104	0.9
CCn1c(N)c(C(=O)CSc2ncccn2)c(=O)[nH]c1=O	114	0.8
CC(C)NC(=O)/C(C#N)=C/c1ccc(-c2ccc(S(=O)(=O)N3CCOCC3)cc2)o1	108	0.6
CCc1ccc(OCC(=O)Nc2ccc(S(N)(=O)=O)cc2)cc1	101	-0.2
O=c1oc2ccccc2c(O)c1NS(=O)(=O)c1ccc2c(c1)CCCC2	104	0.9
N#C/C(=C\N1CCCC1)S(=O)(=O)c1ccc(Cl)cc1	100	-0.5
Cn1c(=O)c2c(nc(CN3CCN(c4ccccc4F)CC3)n2Cc2ccc(F)cc2)n(C)c1=O	110	1
Cc1ccsc1CCN1C(=O)N(c2ccccc2)C(=O)C1CC(=O)Nc1ccc(Cl)cc1 (stereo unspecified)	100	-0.6
Cc1noc(C)c1S(=O)(=O)NC1CCCCCC1	101	-0.5
CC(NC(=O)CCN1CCOCC1)C1COc2ccccc2O1 (stereo unspecified)	101	-0.1
Cc1cc(-c2csc(NC(=O)CN3C(=O)C4C5C=CC(C5)C4C3=O)n2)c(C)n1-c1ccccc1 (stereo unspecified)	107	0.5
CCOC(=O)N1CCc2c(sc3c2c(=O)n(-c2ccc(F)cc2)c(=O)n3CC(=O)c2ccc(Cl)cc2)C1	104	0
CC1CCCCC1N(C)C1CCN(CCCNC(=O)/C=C/c2ccccc2Cl)CC1 (stereo unspecified)	101	-0.2
CNC(=O)C1CCC(Cn2c(=O)c3sccc3n(CC(=O)NCc3cccc(OC)c3)c2=O)CC1 (stereo unspecified)	103	-0.8
O=C(NCCN=C1NS(=O)(=O)c2ccccc21)c1ccncc1	96	-0.7
O=C1OCCC1Sc1nc2cc(Cl)ccc2s1 (stereo unspecified)	100	-0.7
CSc1cccc(NC(=O)CSc2ncn[nH]2)c1	101	0.2
Cc1onc(-c2ccccc2)c1C(=O)N(C)CCc1ccccn1	108	0.6
COc1cc(C(CC(=O)NCc2ccc(F)cc2)N2Cc3ccccc3C2=O)cc(OC)c1OC (stereo unspecified)	101	-1.1
COCCN1C(=O)c2oc3cc(C)c(C)cc3c(=O)c2C1c1ccc(OCC(N)=O)cc1 (stereo unspecified)	100	0.1
O=C(NCCN1CCN(c2ccccc2F)CC1)c1cc(C2CC2)[nH]n1	97	-2.7
O=C(NCC1CCCO1)c1nc(-c2cccc(C(F)(F)F)c2)no1 (stereo unspecified)	102	-0.2
CCCN1C(=O)c2[nH]nc(-c3ccccc3O)c2C1c1ccc(OCc2ccccc2)c(OCC)c1 (stereo unspecified)	111	1.2
Cc1cccc(NC(=S)NCCN2CCOCC2)c1	97	-0.7
COc1ccc(-c2cn3c(n2)sc2cc(C(=O)NC4CCCc5ccccc54)ccc23)cc1 (stereo unspecified)	102	-0.8
CCOC(=O)c1c(-c2ccccc2)csc1NC(=O)c1cc(-c2ccc(Cl)cc2)on1	95	-1.3
Cc1cc2nn(-c3ccccc3)nc2cc1NC(=O)c1cccc2c(Cl)cccc12	104	0.1
CCN(c1ccccc1)C(CNS(=O)(=O)c1ccccc1)c1ccccc1 (stereo unspecified)	105	-0.4
COc1ccc2cc(Br)ccc2c1CC(=O)NCc1ccco1	101	0.7
COc1ccc(NC(=O)CSc2nccn2Cc2ccco2)c(OC)c1	102	-1.4
O=C(Nc1nccc2ccccc12)c1cccs1	103	-0.4
CC(C)n1cc(/C(N)=N/O)c(=O)n(Cc2ccccc2)c1=O	106	0.5
CCCC(OC(=O)CN1C(=O)COc2ccccc21)C(=O)NC1CCCC1 (stereo unspecified)	101	-0.3
COc1ccc(C(=O)c2cn(Cc3ccc(C)cc3)c3cc4c(cc3c2=O)OCO4)cc1	112	1.3
Cc1ccccc1NC(=O)c1ccc(F)c(S(=O)(=O)N2CCN(c3ccccc3F)CC2)c1	100	-1.6
Cc1ccc(OCC(=O)Nc2cccc(-c3nc4ccccc4s3)c2)cc1	95	-0.9
O=c1cc(-c2ccc(O)cc2)oc2ccc(O)cc12	101	0
CC(C)c1cnc2c(c1SCC(=O)N1CCCCC1)c(=O)n(C)c(=O)n2C	113	1.1
CC(C)c1ccc(NC(=O)CN2C(=O)CSc3ccc(S(=O)(=O)N4CCCC4)cc32)cc1	121	0.7
